Screening data (PubChem BioAssay)
KCNH2 3.1 block = blocks the human KCNH2 3.1 channel isoform; U2OS KCNH2 3.1, thallium flux FluxOr; hits give low values; activity change, % (tested at about 1.8 µM); 0.95% of 340,000 active;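 active means maximum activity change below -70%; inconclusive means maximum activity change from -70% to -50%; inactive means maximum activity change above -50%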;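 further: thallium influx rate constant from kinetic fluorescence after stimulation buffer; on the % scale 0 is the no-effect control and ±100 the full control effect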
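Steps: virus added to U2OS suspension (4 h, RT, dark); medium with 10% FBS added, cells plated, 37 C overnight; FluxOr/Red40 loading buffer 45 min RT; stimulation buffer, 2 min kinetic read; rate constant normalized.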
FLuc counter = inhibits or activates purified firefly luciferase, miR-21 counter-screen | purified FLuc, Km substrates, luminescence inhibition | Potency, µM (series often up to 57.5 µM), for the others: at the top dose activity change, negative = inhibition, most hits filed as inhibitors | 6.9% of 360,000 active;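 further: potency means the concentration at half of the fitted maximal effect; plate controls were vehicle for no effect and reference inhibitor for full effect; nearly all actives have a fitted effect of over 55% in size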
Target sequence (P08659 whole entry, looked up): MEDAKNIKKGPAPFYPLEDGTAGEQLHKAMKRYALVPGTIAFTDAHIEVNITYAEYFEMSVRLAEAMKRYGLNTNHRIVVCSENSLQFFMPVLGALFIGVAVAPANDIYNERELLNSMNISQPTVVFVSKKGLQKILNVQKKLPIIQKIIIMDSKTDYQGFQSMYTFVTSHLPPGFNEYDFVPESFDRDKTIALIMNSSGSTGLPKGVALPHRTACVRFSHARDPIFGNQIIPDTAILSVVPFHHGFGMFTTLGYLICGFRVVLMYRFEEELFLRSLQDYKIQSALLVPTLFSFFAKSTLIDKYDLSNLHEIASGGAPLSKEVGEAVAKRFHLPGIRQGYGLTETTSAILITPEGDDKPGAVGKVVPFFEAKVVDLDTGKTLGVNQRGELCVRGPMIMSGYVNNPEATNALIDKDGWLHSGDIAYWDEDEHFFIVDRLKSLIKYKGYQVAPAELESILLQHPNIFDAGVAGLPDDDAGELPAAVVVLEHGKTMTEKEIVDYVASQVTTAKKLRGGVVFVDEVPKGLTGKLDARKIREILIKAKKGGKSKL
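Biochemical qHTS of compounds, final roughly 60 µM downward over six points, against 10 nM purified firefly luciferase using Km concentrations of substrates (10 uM D-luciferin, 10 uM ATP) in Tris acetate pH 7.5 buffer; luminescence output.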
uPA surface inh = blocks generation of uPA at the cell surface. cell surface uPA generation assay, qHTS. Potency, µM (highest dose often 38.3 µM), for inactives: at the top dose activity change, negative = inhibition, most hits filed as inhibitors. 0.31% of 330,000 active; active means well fitted inhibition curve with a large enough effect; inconclusive means small, poorly fitted or top-dose-only effect; inactive means no such curve, though single readings can be large or run the other way; tested in mouse RAW 264.7 cells; further: potency means the concentration at half of the fitted maximal effect; on the % scale 0 is the no-effect control and ±100 the full control effect; nearly all actives have a fitted effect of over 55% in size
Giardia killer = Giardia lamblia killing; AID 540267; 0.15% of 340,000 active; Giardia lamblia trophozoite viability; activity change, % at 7.66 µM, hits read low; in the data active means activity change below about -80%; inconclusive means between about -30% and that limit;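 further: parasites exposed to compound for two days anaerobically before the ATP read; on the % scale 0 is the no-effect control and ±100 the full control effect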
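Luminescence from cellular ATP indicates surviving trophozoites (100 cells/well) following 48 hrs anaerobic compound treatment at 37 deg C; signal develops 15-30 min at room temperature.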
RORgamma inh = inhibitors of mouse ROR gamma transcriptional activity; Drosophila S2 Gal4-RORgamma UAS-luciferase reporter, 20 h; P51450; AID 2551; Potency, µM (titrated, usually from 53.6 µM), for inactives: at the top dose activity change, negative = inhibition, usual class: inhibitors; 5.4% of 310,000 active; further: potency means the concentration at half of the fitted maximal effect; on the % scale 0 is the no-effect control and ±100 the full control effect; nearly all actives have a fitted effect of over 60% in size
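In this cell-based reporter format, copper sulfate (700 uM final) drives Gal4–ROR gamma fusion expression from a metallothionein promoter in Drosophila Schneider cells; compounds preincubated 1 hr, reporter read after 20 hr at ambient temperature.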
Rab9 promoter act = Rab9 promoter activation. 2.8% of 320,000 active. Huh7 Rab9 promoter-luciferase reporter, luminescence, 24 h. Potency, µM (series often up to 9.22 µM), without a hit: at the highest dose activation, negative = inhibition, usual class: activators; further: potency means the concentration at half of the fitted maximal effect; % of control where 0% means no effect; nearly all actives have a fitted effect of over 60% in size
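Huh7 reporter line, Rab9 promoter upstream of luciferase. Compound exposure 24 h at 37 °C in reduced-serum medium with 10% FBS. Read-out: luminescence.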
ELG1 genotox = genotoxicity induction in ELG1-luciferase HEK293T cells. HEK293T ELG1-luciferase reporter, luminescence, 16 h. Potency, µM (highest dose often 46 µM), without a hit: at the highest dose activity change, positive = activation, actives largely listed as activators. 1.3% of 330,000 active; further: potency means the concentration at half of the fitted maximal effect; % of control where 0% means no effect; nearly all actives have a fitted effect of over 60% in size
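Genotoxic stress is detected as increased luminescence from luciferase-tagged ELG1 in HEK293T cells, measured with ONE-Glo after a 16 hr treatment at 37 °C.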
Coupling enz = counter-screen for Giardia aldolase inhibitors: coupling enzyme system; coupling enzyme system counterscreen, AmpLite Red fluorescence; activity change, negative = inhibition, % at 58.2 µM, hits read low; 0.67% of 290,000 active; AID 2472; in the data active means activity change below about -30%; further: on the % scale 0 is the no-effect control and ±100 the full control effect
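Counterscreen of the coupled detection system alone, without aldolase: glyceraldehyde-3-phosphate coupling enzymes plus AmpLite Red readout. Compounds at 57.5 uM final, 10 min RT preincubation, 20 min RT reaction, fluorescence 525/598 nm.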
Tb PFK block = inhibitors of T. brucei phosphofructokinase. T. brucei PFK, ADP-Glo luminescence. AID 485367. O15648. 0.17% of 330,000 active. Potency, µM (doses to about 57.5 µM), without a hit: at the top dose activity, negative = inhibition, usual class: inhibitors;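 further: potency means the concentration at half of the fitted maximal effect; 0% = uninhibited 1x PFK enzyme wells and -100% = no-enzyme wells; nearly all actives have a fitted effect of over 60% in size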
Target sequence (O15648 whole entry, looked up): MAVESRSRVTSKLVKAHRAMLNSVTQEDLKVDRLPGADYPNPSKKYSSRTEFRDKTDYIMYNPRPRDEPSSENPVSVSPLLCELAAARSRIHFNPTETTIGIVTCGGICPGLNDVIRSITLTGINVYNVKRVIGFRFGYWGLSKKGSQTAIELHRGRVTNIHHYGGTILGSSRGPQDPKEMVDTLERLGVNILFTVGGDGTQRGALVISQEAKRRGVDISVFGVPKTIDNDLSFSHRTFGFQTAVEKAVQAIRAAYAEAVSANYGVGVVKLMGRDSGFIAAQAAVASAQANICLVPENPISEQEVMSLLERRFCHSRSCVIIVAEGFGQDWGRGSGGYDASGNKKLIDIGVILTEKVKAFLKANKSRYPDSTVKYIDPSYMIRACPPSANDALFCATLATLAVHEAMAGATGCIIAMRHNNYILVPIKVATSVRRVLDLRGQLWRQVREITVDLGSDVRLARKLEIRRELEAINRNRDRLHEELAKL
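ADP-Glo luminescence quantified ADP after 45 min at room temperature, with 1.25 nM T. brucei PFK, 0.1 mM ATP and 0.5 mM fructose-6-phosphate in pH 8.0 TEA buffer. qHTS titrations up to 57 µM; curves classified by quality.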
VP16 counter = inhibits Gal4-VP16 luciferase reporter, ROR gamma counter-screen; Drosophila S2 Gal4-VP16 UAS-luciferase, luminescence, 20 h; Potency, µM (titrated, usually from 53.6 µM), without a hit: at the top dose activity, negative = inhibition, hits mostly inhibitors; 3.5% of 310,000 active;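 further: Gal4-VP16 expression switched on by copper sulfate through the metallothionein promoter; potency means the concentration at half of the fitted maximal effect; on the % scale 0 is the no-effect control and ±100 the full control effect; nearly all actives have a fitted effect of over 50% in size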
NPC1 prom act = NPC1 promoter activation; AID 485313; Potency, µM (series often up to 9.22 µM), without a hit: top-dose activation, usual class: activators; 2.4% of 320,000 active; Huh7 NPC1 promoter luciferase reporter, 24 h;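 further: potency means the concentration at half of the fitted maximal effect; % of control where 0% means no effect; nearly all actives have a fitted effect of over 60% in size; reporter is driven by a mutant NPC1 promoter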
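Readout is luciferase luminescence, reflecting NPC1 promoter activation in stably transfected Huh7 cells after 24 h compound exposure at 37 °C in reduced-serum medium with 10% FBS.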
Starred values were filed as active, the others as inactive; ? = inconclusive; . = not tested or not shown; [ ] = another dose, or the depositor's remark. Unless noted, the call rests on the fitted dose curve; in most records, active means well fitted curve in the direction sought with a large enough effect; inconclusive means small, poorly fitted or top-dose-only effect, or another doubt; inactive means no such curve, though single readings can be large; an effect the other way counts as inactive or inconclusive.

SMILES	KCNH2 3.1 block	FLuc counter	uPA surface inh	Giardia killer	RORgamma inh	Rab9 promoter act	ELG1 genotox	Coupling enz	Tb PFK block	VP16 counter	NPC1 prom act
CCC(C)NCCOCCOc1ccc(Cl)c2ccccc12 (stereo not given)	-12	3%	-2%	14	9%	-4%	-2%	-7	-1%	-1%	-4%
O=C(CN1C(=O)NC2(CCOc3ccccc32)C1=O)c1ccc(Cl)cc1 (stereo not given)	-3	1%	3%	0	.	-2%	-2%	.	1%	.	-2%
N/C(=N\OC(=O)/C=C/c1ccccc1)c1ccc(Cl)cc1	1	?	1%	-9	21%	-1%	-1%	0	0%	-8%	10%
O=C(O)C1OC(C(=O)O)C2C1C(F)(F)C2(F)F (stereo not given)	6	1%	3%	-8	-19%	5%	0%	-1	0%	3%	2%
Cc1ccc(NC(=O)CSc2nnc3n2CCCCC3)cc1	-16	0%	1%	-6	25%	5%	0%	0	-2%	5%	-3%
O=C(O)/C(=C\c1cccs1)c1ccc(F)cc1	17	?	8%	10	29%	2%	-2%	-2	0%	?	-1%
O=C(COC(=O)C1=NN(c2ccccc2)C(=O)CC1)Nc1ccc([N+](=O)[O-])cc1C(F)(F)F	-8	3%	12%	1	.	-8%	0%	.	6%	.	-1%
COC(=O)C(C)N(c1ccc(OC)cc1)S(C)(=O)=O (stereo not given)	-18	-1%	1%	-3	0%	-8%	0%	1	0%	4%	-1%
CN(C(=O)/C=C/c1ccc2c(c1)OCO2)c1ccccc1	4	?	1%	0	12%	?	8%	5	5%	-2%	?
CC1CCCCN1S(=O)(=O)c1ccc(C(=O)Nc2nnc(-c3cccs3)o2)cc1 (stereo not given)	9	1%	-13%	-25	0.089µM*	-20%	-18%	7	0%	0.89µM*	-15%
CC(C)N(Cc1nc(-c2ccccc2)no1)C(=O)Cc1ccccc1	22	-1%	12%	5	7%	-1%	-4%	-2	-3%	-1%	0%
CCc1ccc(NC(=O)COC(=O)C2(c3ccc(Cl)cc3)CCCC2)cc1	-15	5%	?	3	37%	-11%	1%	3	2%	?	1%
O=C(Nc1cc2c(=O)n(-c3ccc(Oc4ccccc4)cc3)ccc2oc1=O)c1ccccc1	-20	2%	5%	-8	38%	-4%	.	-4	0%	-4%	-7%
COc1ccc(-c2nnc(SC(C)C#N)o2)cc1 (stereo not given)	2	?	-2%	-23	11%	?	14%	4	2%	15%	?
Cn1c(=O)oc2cc(S(=O)(=O)N3CCN(c4ccccc4)CC3)ccc21	-3	4%	1%	1	-3%[10 µM]	-7%	-1%	-1	1%	0%	1%
CN(Cc1ccccc1)S(=O)(=O)c1ccc2c(c1)n(C)c(=O)n2C	1	4%	-9%	15	8%	-7%	3%	5	-8%	-1%	-7%
Cc1cc(OCC(=O)c2ccc(F)cc2)ccc1N1C(=O)CCC1=O	-4	?	-8%	-2	15%	6%	-1%	1	0%	-3%	-3%
O=C(COC(=O)c1c[nH]c2ccccc12)Nc1ccccc1	-6	.	2%	-2	.	.	1%	.	8%	.	.
CCC(C)n1cnc2c(=O)oc3ccccc3c21 (stereo not given)	5	0%	-15%	0	-17%	-1%	8%	3	-2%	9%	-2%
S=c1[nH]nc(-c2ccccc2)n1/N=C/c1c[nH]c2ccccc12	-4	-2%	5%	5	-30%	-5%	1%	-1	?	-2%	-5%
CCN(CC)CCNC(=O)c1ccc2c(c1NCCO)C(=O)c1ccccc1C2=O	-14	?	?	-12	?	-11%	-4%	-31*	-22%	-25%	-3%
Cc1cccnc1N1C(=O)c2ccc(C(=O)O)cc2C1=O	12	0%	6%	-16	5%	2%	-1%	6	-4%	1%	-5%
N#CC1=C(S)N(c2ccccc2)C(c2ccc(-c3cc(Cl)ccc3Cl)o2)NC1=O (stereo not given)	14	?	-16%	1	13µM*	-4%	0%	9	-3%	?	-2%
O=c1[nH]c(=O)n(Cc2ccccc2)c2c1C(C(F)(F)F)(C(F)(F)F)N=C(c1ccco1)N2	-9	5%	0%	-11	41%	0%	-5%	3	-2%	13%	-7%
COc1ccc(F)cc1S(=O)(=O)NCC(c1ccco1)N1CCc2ccccc2C1 (stereo not given)	-17	-2%	-6%	0	.	-7%	-2%	.	0%	.	1%
SMILES	KCNH2 3.1 block	FLuc counter	uPA surface inh	Giardia killer	RORgamma inh	Rab9 promoter act	ELG1 genotox	Coupling enz	Tb PFK block	VP16 counter	NPC1 prom act
O=C(Nc1ccccc1F)c1ccc([N+](=O)[O-])s1	23	-18%	.	?	13µM*	-24%	1%	3	-5%	-29%	9%
COc1ccc(OCCCC(=O)OCC(=O)Nc2nnc(-c3ccccc3)o2)cc1	1	?	?	8	.	8%	-4%	.	15%	.	3%
CCN(CC)CCN1C(=O)C(O)=C(C(C)=O)C1c1ccc(OC)c(OC)c1 (stereo not given)	-10	-1%	5%	-3	-7%	3%	-2%	-1	-1%	1%	6%
O=C(Nc1ccc(Br)cc1)C1CCCC1	4	?	3%	2	-21%	8%	1%	-2	0%	1%	8%
N#Cc1c(-c2cccs2)cc(-c2cccs2)[nH]c1=O	-12	13%	2%	20	-37%	1%	0%	0	1%	-10%	-1%
N#C/C(C(=O)NCc1ccccc1)=C1\SC(CCO)C(=O)N1c1ccccc1 (stereo not given)	-3	-5%	-3%	-4	8%	-3%	.	-12	-3%	-1%	-4%
c1ccc2c(c1)nnn1c3ccccc3nc21	.	4.8µM*	.	.	?	25%	1.6µM*	2	-4%	?	1.1µM*
CC(C)NC(=O)C1CCN(C2CCN(Cc3nc(C(C)C)cs3)CC2)CC1	-8	0%	9%	5	9%	-11%	0%	4	-3%	-3%	-1%
Cc1ccc(S(=O)(=O)N2CCCCC2)cc1NC(=O)c1c(-c2ccccc2)noc1C	20	-1%	-12%	-3	.	-7%	1%	.	-4%	.	-9%
c1ccc(-c2nnc(C(c3ccccc3)c3ccccc3)o2)cc1	-9	-6%	1%	6	21%	7%	7%	4	6%	-8%	-1%
COc1ccccc1C(=O)N1CCN(c2ccccn2)CC1	-9	0%	7%	7	7%	-3%	-1%	2	-1%	-12%	1%
O=C(COc1ccc(S(=O)(=O)N2CCCC2)cc1)NCc1ccccn1	19	0%	-2%	-7	-7%	0%	-2%	-1	2%	6%	-1%
N#C/C(=C\c1c[nH]c2ccccc12)C(=O)NCC1CCCO1 (stereo not given)	-4	17µM*	-3%	-3	22%	29%	?	1	3%	28%	18%
CCC(=O)Nc1nc2cc(OC)ccc2s1	12	12µM*	-5%	-1	-7%	1.4µM*	?	0	2%	?	2.2µM*
O=c1[nH]c2cc3c(cc2cc1CN(Cc1cccs1)Cc1nnnn1Cc1ccco1)OCCO3	7	?	-6%	-11	?	13%	3%	-11	-18%	7%	-1%
Cc1noc(C)c1CSc1nc2ccccc2c(=O)n1-c1ccc(Cl)cc1	14	0%	.	-3	11µM*	-14%	-1%	6	-2%	5%	-15%
COc1ccc(N2CCN(CC(=O)Nc3ccccc3SC)CC2)cc1	12	-1%	-5%	4	5%	-8%	-6%	4	1%	6%	1%
Cc1ccc(/C=c2/sc3n(c2=O)CCCN=3)o1	3	15µM*	-2%	-6	7.1µM*	2.8µM*	?	-24	-6%	?	?
COc1cccc(NC(C(=O)Nc2cccc(C(C)=O)c2)c2ccccc2)c1 (stereo not given)	-3	-13%	2%	0	15%[10 µM]	-5%	0%	0	0%	6%	-1%
CC(C(=O)NN)n1nnc(N2CCOCC2)n1 (stereo not given)	8	-1%	17%	-10	9%	4%	1%	0	-5%	1%	-1%
COc1cccc(/C=N/NC(=O)CC2C(=O)NN=C2C)c1OC (stereo not given)	-7	0%	-3%	-20	-20%	-1%	1%	2	-1%	-4%	-3%
Cc1ccc(/C=C/C(=O)Nc2nnc(SCc3ccc(C#N)cc3)s2)o1	-19	-1%	-1%	-9	11%	-7%	9%	2	2%	-25%	-3%
Cc1cccc(-n2cc(-c3ccccc3)c3c(NN4CCOCC4)ncnc32)c1	-3	7%	2%	7	6.3µM*	-9%	0%	2	5%	?	-2%
Cc1ccc2nc(N/N=C/c3ccccc3F)nc(-c3ccccc3)c2c1	-19	?	2%	28	?	-2%	-8%	0	2%	11µM*	0%
Cc1cc(C)c2oc(-c3ccc(C)c(NC(=S)NC(=O)c4cccs4)c3)nc2c1	0	?	-4%	7	2µM*	4%	11%	1	1%	?	3%
O=C(Nc1ccc(F)cc1)Nc1ccc(N2CCOCC2)c2nonc12	5	?	5%	-16	?	2.2µM*	?	-10	0%	24%	?
